# RXFP1 antagonist: antagonists of human relaxin receptor RXFP1 | Q9HBX9 | HEK293-RXFP1, relaxin-stimulated cAMP HTRF, 30 min; active compounds read low | activity change, negative = inhibition, % at 57.5 µM | 350,000 tested, 0.59% active | AID 1259400;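 active = activity change of -60% or lower, but not beyond a set lower limit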; note: % is set by controls: 0 for no effect and ±100 for the full control effect
# Target sequence (Q9HBX9 whole entry, looked up): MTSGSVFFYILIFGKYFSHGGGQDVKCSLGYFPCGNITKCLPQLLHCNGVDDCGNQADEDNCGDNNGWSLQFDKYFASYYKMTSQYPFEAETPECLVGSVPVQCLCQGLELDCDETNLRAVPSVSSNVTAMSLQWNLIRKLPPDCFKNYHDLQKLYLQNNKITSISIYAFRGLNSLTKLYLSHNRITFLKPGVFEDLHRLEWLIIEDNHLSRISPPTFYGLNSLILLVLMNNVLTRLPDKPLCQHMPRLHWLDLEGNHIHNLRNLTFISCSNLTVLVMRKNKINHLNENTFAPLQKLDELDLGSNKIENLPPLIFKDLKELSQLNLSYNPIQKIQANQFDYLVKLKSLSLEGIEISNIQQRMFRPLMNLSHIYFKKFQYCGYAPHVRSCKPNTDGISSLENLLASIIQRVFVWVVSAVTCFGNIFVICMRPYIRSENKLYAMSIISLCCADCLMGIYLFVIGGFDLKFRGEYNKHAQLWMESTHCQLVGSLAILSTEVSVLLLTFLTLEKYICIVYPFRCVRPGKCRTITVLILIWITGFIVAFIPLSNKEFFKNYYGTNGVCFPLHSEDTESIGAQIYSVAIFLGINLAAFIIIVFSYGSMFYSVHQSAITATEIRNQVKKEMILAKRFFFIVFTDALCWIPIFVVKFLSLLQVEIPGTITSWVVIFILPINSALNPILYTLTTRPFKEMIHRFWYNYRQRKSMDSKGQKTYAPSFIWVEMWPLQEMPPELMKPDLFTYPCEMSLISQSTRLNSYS
# D2 antagonist: D2 dopamine receptor (human) antagonism | inhibition, % at 10 µM | HEK293 TREx D2 cells, calcium flux, dopamine EC80 | P14416 | AID 485344 | 340,000 tested, 2% active; in the data active = inhibition above about 30%; note: 0% is about no effect
#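 Measurement of antagonist activity uses fluorescent calcium dye in inducible HEK293 T-REx D2 cells: 10 s baseline, compound addition with 180 s read, EC80 dopamine addition with a further 180 s read.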
# D1 ag: human D1 receptor agonism; P21728; HEK293 T-REx D1 cells, calcium flux, agonist mode; activation, % at 2 µM; 360,000 tested, 1% active; AID 504660; in the data active = activation above about 30%; note: 0% is about no effect
#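 Inducible HEK293 T-REx D1 cells, force-coupled to calcium signalling, were plated at 4000 cells/well with tetracycline and held overnight at 30 C. After no-wash calcium dye loading, compound-evoked calcium rise over 180 s flagged agonists.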
# D1 potentiator: potentiators of human D1 dopamine receptor. P21728. HEK293 TREx D1 cells, calcium flux, dopamine EC20 potentiation. potentiation, % at 10 µM. 360,000 tested, 0.036% active; in the data active = potentiation above about 30%; note: 0% is about no effect
# RXFP1 ag: RXFP1 (human) receptor agonism; 370,000 tested, 0.3% active; Potency, µM (doses to about 57.5 µM), for the others: top-dose activation, most hits filed as activators; Q9HBX9; HEK293T-RXFP1 cAMP TR-FRET, 30 min; response scale: percent of porcine relaxin response, buffer zero; active = well fitted activation curve with a large enough effect; note: potency is the fitted concentration of half-maximal effect; % is set by controls: 0 for no effect and ±100 for the full control effect; nearly all actives have a fitted effect of over 60% in size; many of its hits are not listed in these tables
#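 Agonist response is measured as cAMP accumulation in an RXFP1-transfected HEK293T line under PDE4 inhibition. Values are scaled between buffer-only and 29 nM porcine relaxin, and EC50s come from standard Hill equation fits.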
# D1 antagonist: antagonists of human D1 dopamine receptor. P21728. HEK293 TREx D1 cells, calcium flux, dopamine EC80; active compounds read low. activity change, negative = inhibition, % at 10 µM. 360,000 tested, 3.2% active. AID 504652; in the data active = activity change below about -30%; note: % is set by controls: 0 for no effect and ±100 for the full control effect
#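 Tetracycline-induced HEK293 T-REx cells with force-coupled D1 receptor were loaded with a no-wash calcium dye. Compound was added after a 10 s baseline and read kinetically for 180 s; EC80 dopamine was then added and calcium flux followed another 180 s.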
# D2 potentiator: positive allosteric modulators of human D2 dopamine receptor; AID 485347; HEK293 T-REx D2, calcium flux, EC20 dopamine potentiation; 340,000 tested, 0.34% active; P14416; potentiation, % at 10 µM;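 active = potentiation over 3 SD above the plate norm, cut at about 30% in these data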; note: 0% is about no effect
#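 Primary screen. Calcium kinetics in induced HEK293 T-REx D2 cells: compound pre-addition 180 s, EC20 dopamine, 180 s more.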
# D2 agonist: agonists of human D2 dopamine receptor; P14416; HEK293 T-REx D2 cells, calcium flux agonist mode; activation, % at 2 µM; 340,000 tested, 0.53% active; AID 485358;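 active = activation over 3 SD above normal in the single-dose calcium agonist read, cut at about 30% in these data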; note: 0% is about no effect
#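 Calcium-flux readout, 1 cycle/sec over 180 s following compound pin transfer, in inducible HEK293 Trex D2 cells (force-coupled); dopamine controls included. Positive calcium responses during this window marked compounds as potential agonists.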
# TRHR PAM: allosteric enhancers of human TRH receptor; enhancement, % at 2 µM; P34981; TRHR cells, fluo-8 calcium fluorescence, EC20 TRH enhancement; AID 493056; 360,000 tested, 0.66% active; in the data active = enhancement above about 30%; note: 0% is about no effect
#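 TRHR-expressing cells loaded with fluo-8 calcium dye were read kinetically (ex 480/em 530) during compound addition, then stimulated with an EC20 of TRH (10 nM final). Enhancement of the Gq-mediated intracellular calcium response was scored.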
# The depositor's hits bear a star; . = not tested or not shown.
SMILES,RXFP1 antagonist,D2 antagonist,D1 ag,D1 potentiator,RXFP1 ag,D1 antagonist,D2 potentiator,D2 agonist,TRHR PAM
CCN(C(=O)C1CCCN(c2ncnc3onc(-c4ccc(F)cc4)c23)C1)c1ccccc1 (stereo not drawn),2,.,3,2,-0.9%,21,-6,-0.5,8
CC(=O)c1cccc(NS(=O)(=O)c2ccc(N/C=C/C(=O)c3ccc(F)cc3)cc2)c1,-7,.,5,-9,0.9%,-19,.,.,2
COc1cccc(C(=O)Nc2sc3c(c2C#N)CCN(C(C)=O)C3)c1,8,-2,6,-1,4.3%,-6,-2,0.8,1
Cc1ccc(CNC(=O)CCCOc2cc(=O)n(C)c3ccccc23)o1,-2,10,1,-2,0.5%,28,-3,-0.4,-2
Cc1ccc(C(=O)Nc2nccs2)cc1S(=O)(=O)N1CCCCC1,2,-6,1,-1,-0.1%,-10,3,-0.4,-7
CCOc1cc(/C=N\Nc2nc(Nc3ccccc3)nc(N3CCOCC3)n2)ccc1OC(=O)c1ccco1,-18,.,2,-5,3.3%,-4,.,.,4
COc1cc2cc(C[C@H](C)O)oc(=O)c2cc1OC,.,-6,-2,7,0.9%,.,0,1.1,9
Cc1csc2ncc(C(=O)Nc3ccccc3F)c(=O)n12,.,0,1,0,14%,22,20,0.3,2
COc1ccc(C(=O)Nc2cc(C(C)C)c(O)c(S(=O)(=O)c3ccc(OC)cc3)c2C)cc1,.,.,0,-2,1.0%,-2,15,0.0,23
COc1ccc(-c2cc(C(=O)NC3CC3)c3ccccc3n2)cc1,-29,-9,0,1,2.4%,-1,3,0.4,-1
CCCCC(NC(=O)c1ccc(C#N)cc1)C(=O)NCCC (stereo not drawn),.,.,-1,-3,0.3%,6,-5,.,0
CCOC(=O)C(NC(=O)CC)(Nc1ccc(S(=O)(=O)Nc2ncccn2)cc1)C(F)(F)F (stereo not drawn),-4,4,3,-3,1.3%,3,-7,-0.4,6
COc1ccc(NC(=S)NCCc2c[nH]c3ccccc23)cc1,14,-14,3,-3,-1.1%,-16,-9,5.5,-5
COc1ccc(C2(CNC(=O)C(=O)Nc3cccc(C(F)(F)F)c3)CCCC2)cc1OC,-31,.,6,-2,-1.3%,2,15,8.2,4
COc1ccc(Cn2c(=O)n(Cc3ccco3)c(=O)c3oc4ccccc4c32)cc1,-8,.,3,-3,6.7%,11,3,.,2
Cc1onc(-c2ccccc2)c1C(=O)Nc1nnc(CC(C)(C)C)s1,-28,-5,1,1,-0.3%,14,0,0.3,-11
CCOC(=O)N1CCN(C(=O)CCNS(=O)(=O)c2ccc3c(c2)c(=O)n(C)c(=O)n3C)CC1,11,.,-3,8,14%,20,.,.,-2
Cc1ccc(/C=N/NC(=O)c2ccc(Cn3cc([N+](=O)[O-])cn3)o2)cc1,-9,-11,3,0,1.6%,8,0,-4.3,7
COc1ccc(-n2c(SC(C)C(=O)Nc3ncc(Cl)cc3Cl)nc3ccccc32)cc1 (stereo not drawn),.,19,4,3,0.5%,18,-2,-1.2,4
CC(=O)Nc1cc(C(=O)N2CCCC2)ccc1Sc1ccc(Cl)cc1,1,8,3,-7,0.0%,-12,5,2.1,10
CCOc1ccc(OCc2ccc(C(=O)Nc3cccc(C)n3)o2)cc1,-27,-7,3,-10,-1.6%,1,1,0.1,-9
COc1ccc(C(CNC(=O)c2cccc(NS(=O)(=O)c3ccc(C)c(F)c3)c2)N(C)C)cc1 (stereo not drawn),7,5,11,-7,1.5%,-13,2,-0.4,-5
C=CCNC(=O)CN1C(=O)C2C3c4ccccc4C(c4ccccc43)C2C1=O (stereo not drawn),3,-12,1,1,-2.5%,4,0,-1.5,-4
COc1ccc(-c2[nH]ncc2C(=O)NCc2cccc(Cl)c2)cc1,-1,.,0,-3,-1.9%,-6,.,-0.7,4
CCOC(=O)CSC1=N/C(=C\c2cccnc2)C(=O)N1c1ccc(OC)cc1,0,-6,1,-15,0.0%,-7,1,1.0,2
# Next compounds:
SMILES,RXFP1 antagonist,D2 antagonist,D1 ag,D1 potentiator,RXFP1 ag,D1 antagonist,D2 potentiator,D2 agonist,TRHR PAM
CCOC(=O)c1cc2occc2n1CC(=O)NC1CCCCC1C (stereo not drawn),-2,-20,0,-1,1.3%,-3,-7,-1.6,-1
COc1ccc(CNC(=O)CCN2C(=O)c3ccccc3S2(=O)=O)cc1,-3,16,3,-2,1.3%,-14,-6,0.3,3
O=C(COC(=O)c1cnccn1)NCCc1ccccc1,-4,8,2,2,0.9%,-29,-8,-1.2,-3
O=C(COC(=O)c1nc(Cl)ccc1Cl)NCCc1ccccc1,2,-5,4,2,-1.4%,-10,-7,0.6,-6
CCOc1ccccc1NS(=O)(=O)c1cc2[nH]c(=O)c(=O)[nH]c2cc1C,14,.,-1,-1,0.4%,-1,.,-0.3,7
CCn1cc(/C=C/c2cc[n+](C)cc2)c2ccccc21,-10,-18,69*,-7,-2.7%,-9,5,-0.2,8
Cc1ccc2scc(N3CCCCC3C)c(=O)c2c1 (stereo not drawn),0,.,2,1,0.0%,11,11,-1.1,13
O=C(CN1CCN(S(=O)(=O)N2CCOCC2)CC1)Nc1ccc(Cl)c(Cl)c1,-7,-7,14,-8,0.2%,-49*,.,-3.0,-6
COC(=O)C(O)(CC(=O)Nc1cccc(SC)c1)C(F)(F)F (stereo not drawn),-6,10,3,4,1.0%,-11,-7,0.6,0
COc1ccc(Cl)cc1-n1nnc(-c2nc(-c3ccccc3)no2)c1C,-4,.,2,-1,-1.4%,-57*,-10,0.3,-20
CCCCn1c(N)c(N(CCOC)C(=O)c2cc(S(=O)(=O)N3CCCCC3)ccc2Cl)c(=O)[nH]c1=O,4,-15,1,-3,4.2%,-18,0,-0.7,-2
CN(C)c1ccc(-c2nnc(-c3ccc(S(=O)(=O)C(F)F)cc3)o2)cc1,-3,12,12,-7,6.5%,-13,4,-0.1,-11
CCCCCC(C)NC(=S)NC(=O)c1cc(S(=O)(=O)N2CCOCC2)ccc1C (stereo not drawn),-1,2,5,-2,4.6%,13,3,-0.6,-4
O=C(NNC(=S)Nc1ccccc1)C1CC1,26,-3,6,-8,1.4%,12,2,0.5,12
CC1(C)C/C(=N\O)C(C(O)c2cccc([N+](=O)[O-])c2)C(C)(C)N1 (stereo not drawn),7,6,1,8,-3.2%,12,6,1.3,0
CC1(C)OC2OC(COC(=O)c3ccc([N+](=O)[O-])cc3)C3OC(C)(C)OC3C2O1 (stereo not drawn),-5,-2,-1,-5,3.9%,4,-1,0.8,4
Cc1ccc(-n2nc3c(c2NC(=O)C2CC2)CS(=O)(=O)C3)cc1C,1,-5,0,0,0.3%,4,-4,-0.7,-1
O=C(CCl)Nc1ccccc1C(=O)c1ccccc1,-7,2,-1,-2,8.6%,-10,5,-0.2,10
CCOC(=O)c1cn(CC(=O)Nc2cccc(Cl)c2)nn1,1,-12,-1,10,-0.3%,4,8,2.6,12
CC(CC(=O)Nc1cccnc1)c1ccccc1 (stereo not drawn),11,7,1,-3,0.8%,0,-5,-0.2,-3
CN(Cc1ccccn1)C(=O)CC1C(=O)NCCN1Cc1ccc(F)cc1Cl (stereo not drawn),3,0,0,6,-0.9%,-1,3,-0.2,5
O=C(NCC1CCCO1)C1CCN(C2CCN(C(=O)C3CCCCC3)CC2)CC1 (stereo not drawn),-9,-5,4,-5,-2.1%,-5,1,-1.0,-1
Cn1c(=N)n(CC(O)c2ccccc2)c2ccccc21 (stereo not drawn),-9,6,3,-4,1.7%,7,-2,1.5,-1
CN1CCC(N(C)C(=O)/C=C/c2cn(-c3ccccc3)nc2-c2cccs2)CC1,-19,4,5,-4,-3.7%,26,-22,2.0,-1
c1ccc(-c2nc(-c3cccnc3)n[nH]2)cc1,.,10,1,-4,0.3%,-1,2,1.0,-4
# Next part:
SMILES,RXFP1 antagonist,D2 antagonist,D1 ag,D1 potentiator,RXFP1 ag,D1 antagonist,D2 potentiator,D2 agonist,TRHR PAM
CCOC(=O)c1c(NC(=O)c2ccn(CC)n2)sc2c1CCCC2,2,15,3,0,1.4%,17,2,0.0,26
CCC(=O)Nc1c(-c2cccs2)c(=O)c2ccccc2n1C,-2,-10,4,-6,0.7%,-4,18,-0.6,-3
COc1ccc(NC(=O)c2ccc(-n3nc(C)c[n+]3[O-])cc2)cc1,3,-7,0,0,0.0%,1,-5,-1.9,-2
O=C(Cc1ccc(-n2c(=O)[nH]c3ccsc3c2=O)cc1)NCc1cccnc1,6,-8,1,-6,24%,0,-1,1.5,5
CCN1C(=O)[C@H]2[C@@H](c3ccc(C)cc3)N3C(=O)N(c4cccc(Cl)c4)C(=O)[C@@]3(Cc3ccc(Cl)cc3)[C@H]2C1=O,.,11,5,2,0.5%,18,-19,1.4,-1
Cc1cc(-c2ccco2)n(-c2ccccc2)n1,-1,.,3,1,-2.5%,21,21,.,-6
O=C(CSc1nc2ccccc2c(=O)n1-c1ccccc1)NCc1ccco1,-10,-17,5,-7,1.3%,1,8,-0.6,2
CC(=O)Nc1ccc(-c2csc(NC=C3C(=O)OC(C)(C)OC3=O)n2)cc1,-4,-10,2,2,1.4%,-7,-1,0.7,-8
C=CCN1C(=O)C2(OCCCO2)c2c(C)ccc(C)c21,3,11,1,-2,1.0%,13,1,0.9,-4
CCCOc1ccc(C(=O)N/N=C/c2ccc(-c3ccc(S(=O)(=O)Nc4ncccn4)cc3)o2)cc1,-5,-15,1,9,0.5%,1,20,0.5,18
Cc1cccc(OCC(=O)Nc2ccc(Cl)c(-c3nc4ccccc4[nH]3)c2)c1,-11,.,0,3,-1.1%,-3,4,-0.2,21
CCCCN(CCCC)c1nc2ccccc2nc1C(C#N)C(=O)NCCCOC (stereo not drawn),-17,-13,9,-2,0.4%,5,0,0.1,29

# Another view of 7 compounds above:
structure | RXFP1 antagonist | D2 antagonist | D1 ag | D1 potentiator | RXFP1 ag | D1 antagonist | D2 potentiator | D2 agonist | TRHR PAM
CCN1C(=O)[C@H]2[C@@H](c3ccc(C)cc3)N3C(=O)N(c4cccc(Cl)c4)C(=O)[C@@]3(Cc3ccc(Cl)cc3)[C@H]2C1=O | . | 11 | 5 | 2 | 0.5% | 18 | -19 | 1.4 | -1
Cc1cc(-c2ccco2)n(-c2ccccc2)n1 | -1 | . | 3 | 1 | -2.5% | 21 | 21 | . | -6
O=C(CSc1nc2ccccc2c(=O)n1-c1ccccc1)NCc1ccco1 | -10 | -17 | 5 | -7 | 1.3% | 1 | 8 | -0.6 | 2
CC(=O)Nc1ccc(-c2csc(NC=C3C(=O)OC(C)(C)OC3=O)n2)cc1 | -4 | -10 | 2 | 2 | 1.4% | -7 | -1 | 0.7 | -8
C=CCN1C(=O)C2(OCCCO2)c2c(C)ccc(C)c21 | 3 | 11 | 1 | -2 | 1.0% | 13 | 1 | 0.9 | -4
CCCOc1ccc(C(=O)N/N=C/c2ccc(-c3ccc(S(=O)(=O)Nc4ncccn4)cc3)o2)cc1 | -5 | -15 | 1 | 9 | 0.5% | 1 | 20 | 0.5 | 18
Cc1cccc(OCC(=O)Nc2ccc(Cl)c(-c3nc4ccccc4[nH]3)c2)c1 | -11 | . | 0 | 3 | -1.1% | -3 | 4 | -0.2 | 21

# An excerpt; the hit share may differ from the screen's.
